CD40 NFkB inh = CD40 pathway inhibition in BL2 cells; BL2 NF-kB luciferase reporter, CD40L-induced, 4 h; inhibition, % at 10 µM; hit rate 0.94% among 83,000; AID 1053188;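 active means mean inhibition of at least 50% with a set share of replicates also reaching that level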;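 further: 0% = neutral control wells and 100% = IKK inhibitor VII at 50 µM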
The depositor's hits bear a star; & = joins results of further samples; [ ] = dose if it differs, or a comment. Not all compounds are listed. The share of hits here may be higher or lower than overall.

CD40 NFkB inh	smiles
7	Cc1[nH]n(C)c(=O)c1[N+](=O)[O-]
22	CCN(CC)S(=O)(=O)c1ccc(N2CCOCC2)c(NC(=O)c2ccc(N3CCCC3=O)cc2)c1
5	Cc1ccc(-c2nn(-c3ccc(F)cc3)cc2C(=O)NCCCN2CCCC2=O)cc1
3	COc1cccc(/C=N/n2c(SC)nnc2-c2ccccc2)c1OC
4	CCOC(=O)c1nnn(-c2nonc2N)c1-c1ccc(Cl)cc1
-8[25 µM]	COc1cccc(-c2ccc3c(c2)[C@@H]2[C@@H](CCN2S(=O)(=O)C2=NC(C)C=N2)[C@H](CO)N3C)c1 (stereo partly drawn)
-8[25 µM]	COCC(=O)N1[C@H](C#N)[C@H](c2ccccc2-c2cccc(F)c2)[C@@H]1CO
2	C[C@@H]1CN([C@@H](C)CO)C(=O)CCCn2cc(nn2)CO[C@@H]1CN(C)C(=O)Nc1ccc(N2CCN(C)CC2)cc1
10	CCCCNC(=O)Nc1c(C)cc(SC#N)cc1C
-3	Cc1cccc(Nc2ccc(S(=O)(=O)N3CCOCC3)cc2[N+](=O)[O-])c1
4	O=C(O)CCC(=O)NCCc1cccc(Cl)c1
-22[25 µM]	COc1ccc(-c2ccc([C@H]3[C@H](CO)N[C@@H]3C#N)cc2)cc1
-6	Cc1ccc(C(=O)N2CCCC(c3ccccc3)=N2)cc1
-34	CN(C)C(=O)c1ccc(-c2ccc([C@H]3[C@H](C#N)N(C(=O)C4CCC4)[C@H]3CO)cc2)cc1
4	Cc1ccnc(NS(=O)(=O)c2ccc(NC(=O)c3snnc3C)cc2)n1
-5	O=C(Nc1ccc(NS(=O)(=O)c2ccccc2)c(Cl)c1)c1ccccc1
-46	Cc1noc(C)c1C(=O)OCC(=O)c1cc(C)n(Cc2ccccc2Cl)c1C
-6	Cc1ccc(S(=O)(=O)Nc2ccc3ncccc3c2)cc1
11	CC(NC(=O)Cn1c(NCCO)nc2ccccc21)C1CC2CCC1C2 (stereo not drawn)
-5	CN(C)CCCNC(=O)c1cc(Br)ccc1Cl
-1	CC(C)(C)c1ccc(C(=O)NNc2cc(N3CCOCC3)nc(N3CCOCC3)n2)cc1
5	COc1ccc2c(c1)N(S(=O)(=O)c1ccccc1)CCC2=O
-47	CCNC(=O)NC(=O)COc1ccccc1C#N
4	COC(=O)c1cc(NC(=O)CSc2nc(C)cc(=O)[nH]2)cc(C(=O)OC)c1
6	CCOC(=O)C1(C)CCN1C(=O)Cc1ccc(OC)cc1 (stereo not drawn)
-2	Oc1ccccc1N1CCN(CC(O)COCc2ccccc2Cl)CC1 (stereo not drawn)
-4	O=C(CN1C(=O)CC(c2ccccc2)S(=O)(=O)c2ccccc21)NC1CCCC1 (stereo not drawn)
-19	Cc1ccc2c(CC(=O)NNC(=O)c3ccccc3O)coc2c1
7	COc1ccc(NC(=O)c2sc(NC(=O)C3CC3)nc2C)cc1
11	Cc1nc2ccccc2c(=O)n1N(c1ccccc1)c1ccccc1
-8[25 µM]	Cc1noc(C)c1C(=O)N(C)C[C@H]1OCc2ccccc2-c2ccccc2C(=O)N([C@@H](C)CO)C[C@@H]1C
5	Cc1ccc(C(=O)c2ccccc2C(=O)OCC(=O)NCC2CCCO2)cc1 (stereo not drawn)
7	C[C@@H]1CN([C@H](C)CO)C(=O)c2c(c3ccccc3n2C)-c2ccccc2CO[C@@H]1CN(C)C(=O)CCN(C)C
2	CCCc1ccc(C2C3=C(CC(C)(C)CC3=O)NC3=C2C(=O)c2ccccc23)cc1 (stereo not drawn)
7	Cc1nc(-c2cccc3ccccc23)ccc1C(=O)O
3[25 µM]	C[C@@H]1CN([C@H](C)CO)C(=O)CCCn2cc(nn2)CO[C@H]1CN(C)S(=O)(=O)c1cccs1
8	Cc1ccc(S(=O)(=O)N2CCOCC2)cc1C(=O)Nc1cccc(S(=O)(=O)N2CCCC2)c1
-48	O=C(O)c1ccc(Cn2nnc3sc4c(c3c2=O)CCCC4)cc1
77*	CC(=NNC(=S)Nc1ccc(C)cc1)c1ccccn1
13	CC1=CC(C)(C)Nc2ccc(OC(=O)c3cccnc3)cc21
-6	COc1ccc(NC2CCCN(C(=O)c3csc(C)n3)C2)cc1 (stereo not drawn)
17	COc1ccc(NC(C)=O)cc1C#N
-12	CN(C)C1(CNC(=O)C2CCN(S(=O)(=O)c3c(Cl)cccc3Cl)CC2)CCCCC1
-8&0	CN(C)C(=O)c1cccc(-c2ccc(C3[C@H]4CNC[C@@H]3N4CC3CCCCC3)cc2)c1 (stereo partly drawn)
-7[25 µM]	CO[C@H]1CN(C)C(=O)c2cc(NC(=O)NC3CCCCC3)ccc2OC[C@@H](C)N(CC2CCOCC2)C[C@H]1C
8[25 µM]	CC(C)(C)[S@](=O)N1Cc2cc(C(=O)N3CCOCC3)nc(-c3cccc(-c4ccc(C#N)cc4)c3)c2[C@@H]1CCO
14[25 µM]	CC(C)NC(=O)N1[C@H](C#N)[C@@H](c2ccc(C#CC3CC3)cc2)[C@@H]1CO
1	O=C(Nc1cc(F)ccc1F)N[C@H]1CC[C@H](CCn2cc(C3CCCC3)nn2)O[C@@H]1CO
-25	Cc1noc(C)c1-c1nc(CSc2ccccc2)no1
44&-2	N#Cc1ccc(-c2ccc(C3[C@@H]4CN(C(=O)C5CCC5)C[C@H]3N4)cc2)cc1 (stereo partly drawn)
16	Cc1cc(C)c2c(n1)sc1c(=O)n(Cc3ccccc3Cl)nnc12
5[25 µM]	C[C@H]1CCCCO[C@H](CN(C)C(=O)CCCN(C)C)[C@@H](C)CN([C@@H](C)CO)C(=O)c2cc(NS(=O)(=O)c3ccc(Cl)cc3)ccc2O1
-4[25 µM]	CCCC(=O)N1CC2(C1)CN(Cc1ccccc1F)[C@H](CO)c1c2c2ccc(OC)cc2n1C
6	CC1CCN(c2nc3c(c(=O)n(C)c(=O)n3C)n2CCSc2nc3ccccc3o2)CC1
-17&3	c1ccc(-c2ccc(C3[C@H]4CNC[C@@H]3N4Cc3ccccn3)cc2)cc1 (stereo partly drawn)
1	CN(C)C(=O)c1cccc(-c2ccc([C@@H]3[C@@H](C#N)N(C(=O)C4CC4)[C@@H]3CO)cc2)c1
8	COc1ccc(S(=O)(=O)N(C)C[C@H]2OCCCC[C@@H](C)Oc3ccc(NC(=O)Nc4ccc(F)cc4)cc3C(=O)N([C@@H](C)CO)C[C@@H]2C)cc1
-37[25 µM]	COc1ccc(-c2ccc3c(c2)[C@@H]2[C@@H](CCN2C(=O)C2CCOCC2)[C@@H](CO)N3C)cc1
9[25 µM]	CC(C)OC(=O)N(C)C[C@H]1OCc2cnnn2CCCC(=O)N([C@@H](C)CO)C[C@@H]1C
6	O=C(NCCCN1CCOCC1)C1(c2ccccc2)CCOCC1

CD40 NFkB inh: what is marked active above
CD40 NFkB inh	smiles
77*	CC(=NNC(=S)Nc1ccc(C)cc1)c1ccccn1

New compounds follow:
CD40 NFkB inh	smiles
-21[25 µM]	O=C(CN1CCOCC1)N1CCCCN2[C@H](CO)[C@H](c3ccc(/C=C/c4ccccc4)cc3)[C@@H]2C1
0	COc1ccc(NC(=O)COC(=O)C2COc3ccccc3O2)cc1OC (stereo not drawn)
-20	Cc1ccc(C(=O)Nc2ccnc(-c3cccnc3)n2)cc1
2	CC1CCCN(C(=O)CSc2nnc(-c3ccncc3)n2C)C1 (stereo not drawn)
-7[25 µM]	N#C[C@H]1[C@H](c2ccc(C3=CCCCC3)cc2)[C@H](CO)N1C(=O)CN1CCOCC1
10	CC12Cc3ccc4ccccc4c3C=C1C[N+](C)(C)C2 (stereo not drawn)
-5	CO[C@@H]1CN(C)C(=O)c2cc(NC(=O)C3CCCC3)ccc2OC[C@H](C)N(C)C[C@@H]1C
14	O=S(=O)(Cc1ccc(Cl)cc1)N1CCN(c2ncccn2)CC1
-2	COc1ccc(CNC(=O)CCNC(=O)c2ccco2)cc1OC
-4	COCCCNC(=O)c1ccc([N+](=O)[O-])cc1
-86	O=C1NC(c2ccccn2)Nc2sc3c(c21)CCC3 (stereo not drawn)
-6	O=C(COc1ccc(C(=S)N2CCOCC2)cc1)Nc1ccccc1C(F)(F)F
-3[25 µM]	CN1CCN(C(=O)C[C@H]2C[C@H]3c4cc(NS(C)(=O)=O)ccc4O[C@H]3[C@H](CO)O2)CC1
-3	O=C(CNS(=O)(=O)c1ccccc1)N1CCN(Cc2ccccc2)CC1
6	CCCCC(=O)Nc1c(O)c2ccccc2[nH]c1=O

Filtered by structure, the entries above with a halogen (16)
CD40 NFkB inh	smiles
5	Cc1ccc(-c2nn(-c3ccc(F)cc3)cc2C(=O)NCCCN2CCCC2=O)cc1
4	CCOC(=O)c1nnn(-c2nonc2N)c1-c1ccc(Cl)cc1
-8[25 µM]	COCC(=O)N1[C@H](C#N)[C@H](c2ccccc2-c2cccc(F)c2)[C@@H]1CO
4	O=C(O)CCC(=O)NCCc1cccc(Cl)c1
-5	O=C(Nc1ccc(NS(=O)(=O)c2ccccc2)c(Cl)c1)c1ccccc1
-46	Cc1noc(C)c1C(=O)OCC(=O)c1cc(C)n(Cc2ccccc2Cl)c1C
-5	CN(C)CCCNC(=O)c1cc(Br)ccc1Cl
-2	Oc1ccccc1N1CCN(CC(O)COCc2ccccc2Cl)CC1 (stereo not drawn)
-12	CN(C)C1(CNC(=O)C2CCN(S(=O)(=O)c3c(Cl)cccc3Cl)CC2)CCCCC1
1	O=C(Nc1cc(F)ccc1F)N[C@H]1CC[C@H](CCn2cc(C3CCCC3)nn2)O[C@@H]1CO
16	Cc1cc(C)c2c(n1)sc1c(=O)n(Cc3ccccc3Cl)nnc12
5[25 µM]	C[C@H]1CCCCO[C@H](CN(C)C(=O)CCCN(C)C)[C@@H](C)CN([C@@H](C)CO)C(=O)c2cc(NS(=O)(=O)c3ccc(Cl)cc3)ccc2O1
-4[25 µM]	CCCC(=O)N1CC2(C1)CN(Cc1ccccc1F)[C@H](CO)c1c2c2ccc(OC)cc2n1C
8	COc1ccc(S(=O)(=O)N(C)C[C@H]2OCCCC[C@@H](C)Oc3ccc(NC(=O)Nc4ccc(F)cc4)cc3C(=O)N([C@@H](C)CO)C[C@@H]2C)cc1
14	O=S(=O)(Cc1ccc(Cl)cc1)N1CCN(c2ncccn2)CC1
-6	O=C(COc1ccc(C(=S)N2CCOCC2)cc1)Nc1ccccc1C(F)(F)F

Later entries.
CD40 NFkB inh	smiles
0	Cc1ccccc1CNC(=O)c1cc(COc2ccc(F)cc2F)on1
2[25 µM]	CO[C@@H]1CN(C)C(=O)c2cc(NC(=O)NC(C)C)ccc2OC[C@H](C)N(C(=O)CN(C)C)C[C@@H]1C
-17	COc1cc(C(=O)Nc2ccc3c(c2)CCCN3C(=O)c2ccco2)c([N+](=O)[O-])cc1OC
7[25 µM]	O=C(Cc1cccnc1)N1CC(=O)N2[C@H](CO)[C@H](c3ccc(C#CC4CCCCC4)cc3)[C@H]2C1
16	Cc1cc(NC(=O)C2(C)CCN2C(C)C)c2ccccc2n1 (stereo not drawn)
6	C/C=C/c1ccc(OCC(=O)Nc2ccc(C(N)=O)cc2)c(OC)c1
4	CC(C(=O)Nc1ccccc1C#N)N1C(=O)NC2(CCCCCC2)C1=O (stereo not drawn)
10	CCOC(=O)c1[nH]c2ccccc2c1NC(=O)c1ccco1
3	COc1cc(OC)cc(C(=O)NNC(=O)CCC2CCCC2)c1
2	O=C(CC(c1ccccc1)c1ccco1)N1CCOCC1 (stereo not drawn)
8	O=c1cc(O)c2ccccc2n1Cc1ccccc1
-4	O=C(O)c1cncc(SCc2ccccc2)n1
2	CC(NC(=O)c1ccc2c(c1)OCO2)C1CCCO1 (stereo not drawn)
1	COc1ccc(CN2CN(c3ccc(Cl)cc3)C(=O)N(n3cnnc3)C2)cc1
6	CCOCCCNCc1c(Cl)cccc1Cl
2[25 µM]	O=C(C[C@H]1C[C@H]2c3cc(NC(=O)c4ccc5c(c4)OCO5)ccc3O[C@H]2[C@@H](CO)O1)NCc1ccc(Oc2ccccc2)cc1
3	COC(=O)CCN(C(=O)c1cccc([N+](=O)[O-])c1)c1ccccn1
10	CCOC(=O)C1(CCC(=O)OCc2ccccc2)CCCCC1=O (stereo not drawn)
-60	Cc1nc2ccc(NC(=O)CS(=O)(=O)c3ccccc3)cc2s1
20	O=C1CC(c2cccc([N+](=O)[O-])c2)c2c(ccc3ccccc23)N1 (stereo not drawn)
2	CCN(CC)C(=O)N1CCN(C)CC1
-4	Fc1ccc(-c2cc(-c3nnc4sc(-c5ccco5)nn34)[nH]n2)cc1
14	COc1ccc(C(=O)NC2c3ccccc3-c3ccccc32)cc1
2	COc1ccccc1NS(=O)(=O)c1cccc(C(=O)N2CCN(Cc3ccc4c(c3)OCO4)CC2)c1
-10[25 µM]	C/C=C/c1ccc(C2[C@H]3CNC[C@@H]2N3Cc2ccccc2C(F)(F)F)cc1 (stereo partly drawn)
-2	COc1ccc(NC(=O)COC(=O)CC23CC4CC(CC(C4)C2)C3)c([N+](=O)[O-])c1
-12	CC1CN(C(=O)COc2ccc3ccccc3c2)CC(C)O1 (stereo not drawn)
20	CC12CCC(=O)C=C1CCC1C3CC(O)C(O)(C(=O)CO)C3(C)CC(O)C12F (stereo not drawn)
2	CCCc1cc(C(=O)Nc2cccc(-c3nn[nH]n3)c2)sc1C
-22	CC1CCN(CCCNC(=O)c2cc3c(Cl)nc4ccccc4c3s2)CC1

Look-ups from above:
CC12CCC(=O)C=C1CCC1C3CC(O)C(O)(C(=O)CO)C3(C)CC(O)C12F (stereo not drawn) in CD40 NFkB inh → 20
CCOC(=O)C1(CCC(=O)OCc2ccccc2)CCCCC1=O (stereo not drawn) in CD40 NFkB inh → 10
O=C(C[C@H]1C[C@H]2c3cc(NC(=O)c4ccc5c(c4)OCO5)ccc3O[C@H]2[C@@H](CO)O1)NCc1ccc(Oc2ccccc2)cc1 in CD40 NFkB inh → 2[25 µM]

The results go on:
CD40 NFkB inh	smiles
6	O=C(Cn1c(CO)nc2ccccc21)NCCc1ccccc1
4	COc1ccccc1C(C)NC(=O)CCNC(=O)c1ccc(Cl)cc1 (stereo not drawn)
14	CN(c1ccccc1)S(=O)(=O)c1ccc(C(=O)N2CCCC2)cc1
-38	COc1ccc(OC)c(Cc2nnc(CCC(=O)NC3CCCCC3)o2)c1
-11	O=C(CO)N/N=C/c1c2ccccc2cc2ccccc12
20[25 µM]	C/C=C/c1ccccc1[C@H]1[C@@H](CO)N(c2nc(CC)cs2)[C@H]1C#N
0	CCCCCN(C(=O)CCC(=O)OCCOc1ccc(OCC)cc1)c1c(N)n(CCCC)c(=O)[nH]c1=O
